# Source: PubChem (several laboratories)
# T cell HTS = modulators of CD8 T cell-vesicle binding, primary screen, mouse 2C CD8+ T cells, flow cytometry; AID 2052, 2009; 2C CD8+ T cell-vesicle binding; active compounds read low; actives 0.068% (n = 330,000); calls only at 7 µM;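 active = response, share of CD8 T cells binding vesicles, and their 90th percentile fluorescence all below set limits, cut at about 80% in these data, passing the limit was not always enough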
#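 Also added: QL9-peptide-loaded Drosophila micro-vesicles bearing Ld, ICAM-1 and B7-1; Test system: purified 2C TCR transgenic mouse naive CD8+ T cells; Measured by: cytometric PE anti-B7-1 and Alexa647 anti-CD8 signals after 1% paraformaldehyde fixation; Timing: binding step 1.5 h, 37 °C, antibody labelling 20 min, ice.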
# human PMI inhibition = inhibitors of human PMI, primary screen, biochemical, fluorescence intensity, coupled assay (AID 1209) | purified PMI enzyme, coupled fluorescence intensity; higher % means a stronger effect | inhibition, % at 20 µM; hits with a dose series show IC50 in µM | Mannose-6-phosphate isomerase (Homo sapiens) | actives 0.42% (n = 190,000); in the data active = inhibition above about 50%;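 also: plate controls were DMSO vehicle for no effect and wells lacking substrate for full effect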
# b-catenin transl = modulators of beta-catenin nuclear translocation, primary screen, imaging, HeLa cells, immunofluorescence, high-content; nuclear translocation activity, % at 5 µM; actives 0.3% (n = 190,000);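 active = nuclear translocation activity above 50% at 5 µM, with a well cell count of 50 or more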;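 also: per-cell ratio of nuclear to cytoplasmic median beta-catenin stain intensity; plate controls were DMSO negative control for no effect and GSK-3 inhibitor IX positive control for full effect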
#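 System: HeLa cells, endogenous beta-catenin; compound dosing: 5 µM primary single dose, 0.1% DMSO, 0.02–20 µM confirmation series; incubation: 24 h compound exposure at 37°C, 5% CO2; signal: beta-catenin immunofluorescence imaging with DAPI; evaluation: % activation, nuclear-to-cytoplasmic median beta-catenin signal ratio per cell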
# TNAP activators = human TNAP enzyme activators, primary screen, biochemical, luminescent, no phosphate acceptor, uHTS (AID 1001) | one-dose activation fold at 20 µM; EC50 in µM for titrated hits | purified TNAP, luminescent activation assay, no phosphate acceptor; higher activation fold means a stronger effect | actives 0.03% (n = 200,000) | Alkaline phosphatase, tissue-nonspecific isozyme (Homo sapiens); in the data active = activation fold from about 3, or a potency from the dose series; inactive = the rest, 99 in 100 with activation fold below about 1.6; also: many of its hits are not listed in these tables
# Lipid droplet = inhibitors of hepatocyte lipid droplet formation, primary screen, imaging, high-throughput imaging, BODIPY stain; actives 0.4% (n = 240,000); AID 1656, 2009; AML12 mouse hepatocytes, oleate lipid droplets; inhibition, % at 6.5 µM;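 active = lipid droplet intensity inhibited by at least 50%, with more than 500 cells counted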
#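 Material: mouse AML12 hepatocyte cell line, fixed after treatment; Timing: compound with oleate, overnight; Technique: high-content imaging of BODIPY-stained droplets and DAPI nuclei; Probe or stimulus: oleate, 100 µM final; Dosing: compound at 6.5 µM only.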
# Myeloid diff 2 = induction of myeloid progenitor differentiation, primary screen, cell-based, flow cytometry, MLPCN library; ER-HoxA9 myeloid progenitors, lysozyme-GFP differentiation; calls only at 10 µM; actives 1% (n = 360,000);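 active = normalized GFP-positive differentiation at or above the plate's own cutoff, the solvent-only control mean plus 3 SD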;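 also: cells exposed to compound for four days before flow analysis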
# MT stabilize HCS = microtubule stabilizers in HeLa cells, primary screen, imaging, high-content imaging | HeLa tubulin immunostaining HCS, 24 h; share of cells brighter than vehicle mean+2SD | actives 0.83% (n = 200,000) | AID 2205, 2009 | % tubulin-high responders, % at 10 µM;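 active = plate Z-score above 3 for both tubulin-high and condensed-nucleus cell shares, with cell loss under 80%, at 10 µM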;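 also: anti alpha tubulin signal scored within the nucleus-defined area of each cell; some results filed as inactive read as strong as hits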
# Dynein cargo inh = inhibitors of GR-EGFP nuclear translocation, primary screen, dynein cargo transport inhibitor project, imaging, high-content, 3617.4 mouse cells | test concentration mostly 20 µM; stimulated with dexamethasone, 1 µM; active compounds read low | z-score, hits read low | actives 0.47% (n = 220,000);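 active = plate z-score of nuclear minus cytoplasmic receptor signal below a set negative limit, without overly bright fluorescence or cell loss, cut at about -3.5 in these data, passing the limit was not always enough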;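 also: z-score of nuclear minus cytoplasmic ring GR-EGFP intensity difference per well; some compounds called inactive have numbers as strong as hits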
#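 Buffer or medium: tetracycline-free induction medium containing charcoal-stripped FBS / Reagent: dexamethasone agonist, 1.0 µM final, for 30 min / Technique: automated 10x imaging of fixed Hoechst-stained cells / Times: induction 48 h, compound 1 h, agonist 30 min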
# Ins promoter up = insulin promoter activators in MIN6 cells, imaging, high-content screening, mouse beta cells. z-score at 5 µM. MIN6 insulin promoter-GFP reporter; active compounds read high. actives 0.3% (n = 190,000);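 active = z-score above 3 at 5 µM with at least 500 cells counted in the well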
# Dynein cargo inh cytoplasmic EGFP = recorded beside Dynein cargo inh, whose call it bears; z-score; measured here: cytoplasmic GR-EGFP intensity; active compounds read high
# Dynein cargo inh nuclear GR-EGFP = recorded beside Dynein cargo inh, whose call it bears; z-score; measured here: nuclear GR-EGFP intensity;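 lower value marks the stronger effect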
# Dynein cargo inh cell count = recorded beside Dynein cargo inh, whose call it bears; z-score; measured here: cell count per field
# Ins promoter up cell count = further read-out of Ins promoter up, marked with its call; cell count; measured here: cytotoxicity, nuclei count;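 total cells summed across four imaged fields per well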
# Lipid droplet cells 6.5 µM = also measured in Lipid droplet; calls as there; cell count; measured here: cell count, cytotoxicity flag;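 cells counted across two imaged fields per well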
# b-catenin transl cell count 5 µM = recorded beside b-catenin transl, whose call it bears; cell count; measured here: cell count, cytotoxicity flag
# T cell HTS vesicle-bound % = further read-out of T cell HTS, marked with its call; double positive events, %; measured here: CD8+ vesicle-bound cell fraction;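 binding gate set so that unloaded-vesicle control wells show 10% double positive cells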
# MT stabilize HCS Hoechst-high % = further read-out of MT stabilize HCS, marked with its call; % Hoechst-high responders; measured here: nuclear condensation Hoechst responders;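 share of cells brighter than vehicle mean plus two SD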
# MT stabilize HCS cytotoxicity % = second read-out of MT stabilize HCS, no call of its own (marks repeat the call); toxicity, %; measured here: cytotoxicity by cell density;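 0% = mean cell density of plate MIN control wells and 100% = no cells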
# Myeloid diff 2 GFP+ MAC1+ % = recorded beside Myeloid diff 2, whose call it bears; GFP+ MAC1+ double positive, %; measured here: differentiation confirmed by MAC1 staining
# Starred values were filed as active, the others as inactive; i = inactive; . = no result given; & = joins results of further samples. Only part of the results is shown (hit frequency here may not be typical).
Structure,T cell HTS,T cell HTS vesicle-bound %,human PMI inhibition,b-catenin transl,b-catenin transl cell count 5 µM,TNAP activators,Lipid droplet,Lipid droplet cells 6.5 µM,Myeloid diff 2,Myeloid diff 2 GFP+ MAC1+ %,MT stabilize HCS,MT stabilize HCS Hoechst-high %,MT stabilize HCS cytotoxicity %,Dynein cargo inh,Dynein cargo inh cytoplasmic EGFP,Dynein cargo inh nuclear GR-EGFP,Dynein cargo inh cell count,Ins promoter up,Ins promoter up cell count
COc1ccc(CC2(CCc3ccncc3)C(=O)NC(=O)NC2=O)cc1OC,i,54,2%,0.4,1538,1,12,734,i,0.1,1.6,1.2,8.3,-0.72,-0.29,-0.23,1,0.16,1384
CN(C(=O)Oc1ccc(C(C)(C)C)cc1)c1ccccc1,i,56,4%,-4.2,1132,1.2,4,664,i,0.5,2.4,2.0,7.1,-0.032,-0.25,0.12,0.28,-0.48,1545
CCc1ccc(N2C(=O)NC(=O)C(Cc3ccc(OC)cc3OC)C2=O)cc1 (configuration not stated),i,23,0%,1.1,940,1.1,8,798,i,1.7,1.1,1.0,7.0,-0.74,-0.23,-0.1,0.18,-0.18,862
CC1=C(C(=O)O)N2C(=O)C(NC(=O)CCCC(=O)O)C2SC1 (configuration not stated),i,41,-5%,0.9,1529,1.1,11,727,i,0.3,3.4,2.3,7.1,-0.75,-0.32,-0.27,0.32,-0.66,1555
O=C(COC(=O)Cc1ccccc1)Nc1cccnc1Cl,i,28,7%,-1.2,1085,1,16,692,i,0.2,1.4,1.5,7.2,-0.61,-0.24,-0.24,0.81,0.57,1471
O=C1C2CCCC1C(N1CCCC1)CC2 (configuration not stated),i,60,-4%,1.7,530,1,1,760,i,0.4,6.5,2.1,2.0,0.96,-0.25,0.078,-0.38,0.32,1174
Cn1c(O)c(C=NCc2ccco2)c(=O)n(C)c1=O,i,10,3%,.,.,1.1,-2,770,i,2.1,1.4,1.5,4.2,-0.34,-0.14,-0.077,0.63,1.8,793
CC(=O)c1cc(C#N)c(N2CCN(C)CC2)nc1C,i,18,5%,-4.0,1061,1.1,7,677,i,0.2,4.9,2.5,7.4,0.35,-0.29,0.86,-1.1,-0.22,1489

# Looked up by structure from the list above (two):
Structure,T cell HTS,T cell HTS vesicle-bound %,human PMI inhibition,b-catenin transl,b-catenin transl cell count 5 µM,TNAP activators,Lipid droplet,Lipid droplet cells 6.5 µM,Myeloid diff 2,Myeloid diff 2 GFP+ MAC1+ %,MT stabilize HCS,MT stabilize HCS Hoechst-high %,MT stabilize HCS cytotoxicity %,Dynein cargo inh,Dynein cargo inh cytoplasmic EGFP,Dynein cargo inh nuclear GR-EGFP,Dynein cargo inh cell count,Ins promoter up,Ins promoter up cell count
CC(=O)c1cc(C#N)c(N2CCN(C)CC2)nc1C,i,18,5%,-4.0,1061,1.1,7,677,i,0.2,4.9,2.5,7.4,0.35,-0.29,0.86,-1.1,-0.22,1489
Cn1c(O)c(C=NCc2ccco2)c(=O)n(C)c1=O,i,10,3%,.,.,1.1,-2,770,i,2.1,1.4,1.5,4.2,-0.34,-0.14,-0.077,0.63,1.8,793

# Remaining list, next part
Structure,T cell HTS,T cell HTS vesicle-bound %,human PMI inhibition,b-catenin transl,b-catenin transl cell count 5 µM,TNAP activators,Lipid droplet,Lipid droplet cells 6.5 µM,Myeloid diff 2,Myeloid diff 2 GFP+ MAC1+ %,MT stabilize HCS,MT stabilize HCS Hoechst-high %,MT stabilize HCS cytotoxicity %,Dynein cargo inh,Dynein cargo inh cytoplasmic EGFP,Dynein cargo inh nuclear GR-EGFP,Dynein cargo inh cell count,Ins promoter up,Ins promoter up cell count
CC12CN3CC(C)(CN(C1)C3c1cccnc1)C2=O (configuration not stated),i,31,-6%,-0.5,893,1.1,.,.,i,0.7,3.9,1.9,7.9,0.024,-0.3,0.18,-0.7,.,.
O=C(Cc1ccccc1)Oc1cccc(N2C(=O)CCC2=O)c1,i,23,-1%,-0.1,1145,1.1,.,.,i,0.9,4.6,1.4,4.2,-0.61,-0.13,0.032,0.41,2.3,1055
CCOC(=O)C1=C(N)Oc2cc(C)oc(=O)c2C12C(=O)N1c3c(cc(OC)cc32)C(C)=CC1(C)C (configuration not stated),.,.,4%,.,.,1,12,720,i,5.4,6.1,5.3,7.9,1.2,-0.2,0.58,-1.7,0.2,1319
Cc1ccc(C(C)C)c(OCC#CCN2CCCC2)c1,i,1,1%,-0.3,1085,1.1,-7,668,i,0.4,2.9,2.6,1.0,-0.36,-0.27,-0.072,0.95,-0.35,1635
CCCCn1c(O)c(C(C)=NCCCn2ccnc2)c(=O)[nH]c1=O,i,33,4%,-0.2,1221,1,-12,712,i,0.4,1.3,1.5,5.6,-0.81,-0.17,-0.31,1.2,1.2,878
O=C(COc1ccc(Cl)cc1Cl)N1CCN(C/C=C/c2ccccc2)CC1,i,32,2%,.,.,1.1,6,806,i,6.4,1.7,1.7,10,0.25,-0.19,0.35,0.67,.,.
CCOCCCN=Cc1c(O)n(Cc2ccccc2)c(=O)[nH]c1=O,i,44,-2%,-5.7,1101,1.2,.,.,i,0.7,1.5,1.6,10.0,0.38,-0.23,-0.093,0.29,-0.21,1017
CN1C(=O)NC(=O)C2(Cc3ccccc3N3CCOCC32)C1=O (configuration not stated),i,54,8%,0.6,840,1,.,.,i,1.0,2.6,1.3,6.4,0.51,-0.21,0.6,0.29,0.26,1448
O=C(c1cc2nc(-c3ccccc3)cc(-c3ccccc3)n2n1)N1CCC2(CC1)OCCO2,i,30,24%,0.6,1086,1,-5,608,i,0.4,1.4,2.7,31,-0.19,-0.28,-0.17,2,-0.19,1257
O=C(N/N=C/c1c(O)n(CCc2ccc(F)cc2)c(=O)[nH]c1=O)c1ccccc1,i,2,.,1.6,1353,.,13,715,i,0.7,.,.,.,-0.15,-0.19,0.4,-0.64,1.2,1048
CN1C(=O)NC(=O)/C(=C/c2ccc([N+](=O)[O-])s2)C1=O,i,45,.,0.2,1269,.,44,767,i,0.0,.,.,.,-5.5*,1.7*,-2.5*,0.77*,0.39,889
CC(C)c1cccc(C(C)C)c1OCCn1ccnc1,i,31,6%,-4.3,1100,1,-19,780,i,0.9,4.7,2.9,5.4,-0.037,-0.39,0.24,-0.081,.,.
O=C(C(=O)N1CCOCC1)c1cn(Cc2ccc(F)cc2)c2ccccc12,i,58,.,0.6,1287,.,-7,741,i,0.3,.,.,.,-0.83,-0.72,-0.67,0.33,0.14,935
CC(=O)N(C1=NCCCS1)c1ccc(Cl)cc1,i,35,-4%,.,.,1.1,-29,722,i,0.0,2.5,3.3,6.6,-0.64,-0.31,-0.47,0.76,0.78,1140
Cc1c(N=Cc2c(O)n(Cc3ccco3)c(=O)[nH]c2=O)c(=O)n(-c2ccccc2)n1C,i,25,6%,-0.2,1028,0.8,12,726,i,1.1,4.4,2.8,6.0,0.73,0.031,0.34,-0.027,-0.14,1084
Cc1ccc(OCC(=O)N2CCN(CC3CC4C=CC3C4)CC2)cc1 (configuration not stated),i,14,20%,0.9,1206,1.1,7,731,i,0.6,3.0,1.8,5.7,-0.96,0.011,-0.16,0.75,-1.4,1111
CC(C)C(=O)N1CCN(CCN=Cc2c(O)n(C)c(=O)n(C)c2=O)CC1,i,34,-24%,-2.9,1311,0.9,.,.,i,6.4,5.4,2.3,8.6,0.5,-0.058,0.89,-1.7,0.07,1486
Cc1ccccc1-n1c(O)c(/C=N/c2nccs2)c(=O)[nH]c1=O,i,30&59,-26%&-11%,-0.7,984,0.7&0.6,-3&4,662&682,i,0.3&0.8,4.7&2.3,1.9&2.3,6.0&6.9,0.79&-0.47,-0.21&-0.28,0.62&-0.62,-0.65&0.88,0.63&0.53,1226&1244
O=c1[nH]c(=O)n(CCC2=CCCCC2)c(O)c1C=Nc1cccc(F)c1,i,32,-6%,1.6,1240,1.1,.,.,i,0.6,1.9,1.6,4.8,-0.3,-0.1,-0.82,0.1,-0.13,1615
O=c1c2cc([N+](=O)[O-])ccc2nc(CN2CCOCC2)n1-c1ccccc1F,.,.,-13%,0.7,1351,1.1,.,.,.,.,4.0,2.5,7.3,-0.8,0.0076,-0.39,0.46,0.73,1209
CC(=O)Nc1ccccc1C(=O)OCc1ccc(F)cc1,i,40,2%,-1.8,1106,1.1,5,669,i,0.2,4.9,3.1,4.8,0.26,-0.29,0.4,0.56,-0.21,1478
O=[N+]([O-])c1cccc(CN2CCN(Cc3ccc(Br)cc3)CC2)c1,i,48,-10%,-1.8,1129,1.1,2,695,i,0.0,3.2,1.4,9.3,0.18,1.8,0.66,0.18,1.2,1573
O=C(CN1CCOCC1)c1cccc2ccccc12,i,28,-11%,-1.3,1129,1.1,4,727,i,0.5,2.0,1.4,6.9,0.61,-0.36,0.53,-0.78,0.65,1294
O=C(CNS(=O)(=O)c1ccc(Br)s1)N1CCC2(CC1)OCCO2,i,4,-1%,-0.4,1330,1.1,.,.,i,1.0,3.0,1.4,3.0,-0.34,-0.24,-0.038,0.69,-0.5,1661
